aSyn rescue = alpha-synuclein toxicity inhibition in yeast | Yeast expressing alpha-synuclein, growth rescue, BacTiter-Glo, 24 h | Potency, µM (top dose mostly 46.1 µM), for inactives: top-dose growth rescue (activation), most hits filed as activators | hit rate 0.14% among 370,000 | AID 652106; note: potency is the fitted concentration of half-maximal effect; % of control where 0% means no effect; nearly all actives have a fitted effect of over 65% in size
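Readout is rescue of growth in alpha-synuclein-expressing yeast, so inhibitors of toxicity appear as activators. Growth after 24 hr at 30 deg C in galactose medium is quantified by luminescence.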
EPAC2 agonist = EPAC2 (human) agonism | hit rate 0.079% among 360,000 | Potency, µM (top dose mostly 154 µM), inactives show top-dose activation, most hits filed as activators | EPAC2 activation, biochemical qHTS; response scale: 100% = 6.5 mM cAMP response | Q8WZA2; note: potency is the fitted concentration of half-maximal effect; nearly all actives have a fitted effect of over 50% in size
Target sequence (Q8WZA2 whole entry, looked up): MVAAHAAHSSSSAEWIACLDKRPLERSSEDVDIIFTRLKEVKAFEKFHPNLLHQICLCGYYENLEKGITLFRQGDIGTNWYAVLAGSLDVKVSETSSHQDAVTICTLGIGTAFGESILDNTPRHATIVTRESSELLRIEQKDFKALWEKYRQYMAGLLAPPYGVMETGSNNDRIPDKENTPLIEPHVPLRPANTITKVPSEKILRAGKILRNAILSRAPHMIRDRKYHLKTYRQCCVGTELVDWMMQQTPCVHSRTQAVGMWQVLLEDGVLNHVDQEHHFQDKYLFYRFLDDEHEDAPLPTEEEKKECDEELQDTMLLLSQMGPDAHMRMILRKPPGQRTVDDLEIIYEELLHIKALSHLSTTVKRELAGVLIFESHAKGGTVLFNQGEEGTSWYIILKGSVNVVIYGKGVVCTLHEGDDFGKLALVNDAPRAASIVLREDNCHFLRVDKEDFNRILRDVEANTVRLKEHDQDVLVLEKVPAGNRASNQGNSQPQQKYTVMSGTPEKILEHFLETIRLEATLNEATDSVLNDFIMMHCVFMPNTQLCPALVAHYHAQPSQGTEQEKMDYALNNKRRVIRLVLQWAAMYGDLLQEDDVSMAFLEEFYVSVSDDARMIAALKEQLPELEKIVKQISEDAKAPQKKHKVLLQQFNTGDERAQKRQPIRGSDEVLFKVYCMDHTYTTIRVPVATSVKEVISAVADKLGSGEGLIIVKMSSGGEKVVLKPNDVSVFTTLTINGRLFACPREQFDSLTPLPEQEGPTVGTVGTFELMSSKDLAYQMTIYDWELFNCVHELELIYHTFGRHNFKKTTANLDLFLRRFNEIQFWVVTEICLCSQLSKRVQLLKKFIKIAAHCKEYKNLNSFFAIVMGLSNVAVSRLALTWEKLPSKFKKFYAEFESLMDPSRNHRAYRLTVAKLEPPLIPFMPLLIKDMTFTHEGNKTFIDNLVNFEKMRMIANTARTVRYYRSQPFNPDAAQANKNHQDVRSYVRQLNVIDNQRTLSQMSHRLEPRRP
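Nucleotide exchange monitored as fluorescence drop when BODIPY-GDP leaves Rap1B. Reaction: 100 nM EPAC2, 250 nM RAP1B-BODIPY-GDP, 50 uM GDP, room temperature, kinetic read over 30 min. Activity expressed relative to 6.5 mM cAMP.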
DRD3 antagonist = blocks the human D3 dopamine receptor | hit rate 2.5% among 360,000 | max response, negative = inhibition, % | P35462 | D3R cells, DiscoveRx beta-arrestin luminescence, antagonist mode; active compounds read low; in the data active = max response below about -50%; inconclusive = no clear call, values can overlap the other calls; note: % is set by controls: 0 for no effect and ±100 for the full control effect; mostly tested at two doses, the higher about 12 µM
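Cells expressing the human receptor were seeded at 1500 cells/well, incubated overnight at 37 degrees C in 5% CO2, then exposed to library compounds with dopamine controls for 90 minutes at 37 degrees C before luminescent detection.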
DRD3 agonist = D3 dopamine receptor (human) agonism; hit rate 0.58% among 410,000; max activation, %; D3R DiscoveRx beta-arrestin cells, luminescence, 90 min; P35462; AID 652048; in the data active = max activation above about 30%; note: 0% is about no effect; mostly tested at two doses, the higher about 12 µM
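Cells at 1500/well, incubated overnight, then treated with pinned compounds (dopamine as control) for 90 min at 37 degrees C. DiscoveRx reagent added for 30 - 60 minutes at room temperature; luminescence read.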
FUS yeast rescue = rescues growth of FUS-expressing yeast | hit rate 0.24% among 390,000 | S. cerevisiae FUS-expressing, growth rescue, OD600, 24 h | Potency, µM (doses to about 76.6 µM), inactives show top-dose growth rescue (activation), actives largely listed as activators;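 note: potency is the fitted concentration of half-maximal effect; plate controls were DMSO vehicle for no effect and reference control for full effect; nearly all actives have a fitted effect of over 55% in size; some results filed as inactive show a strong effect at the top dose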
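Toxicity suppression screen in FUS-yeast. Cells induced with 2% galactose, starting OD 0.005, treated 24hr at 30C with compounds at multiple final concentrations; growth by OD600.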
TDP-43 yeast inh = inhibitors of TDP-43 toxicity in yeast | TDP-43 expressing yeast growth rescue, BacTiter-Glo, 24 h | Potency, µM (titrated, usually from 46.1 µM), for inactives: at the highest dose growth rescue (activation), hits mostly activators | hit rate 1.8% among 410,000; note: potency is the fitted concentration of half-maximal effect; % of control where 0% means no effect; nearly all actives have a fitted effect of over 50% in size
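Readout is BacTiter-Glo luminescence of cell growth, so inhibitors register as activators. TDP-43-expressing yeast at OD600=0.02 in galactose medium, after raffinose pregrowth to mid-log, were incubated with compound for 24 hr at 30 deg C.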
Abeta rescue = compounds reversing amyloid beta toxicity in yeast; yeast expressing A-beta42, growth rescue, OD600, 48 h; response scale: 0% DMSO, 100% iron-clioquinol control; Potency, µM (top dose mostly 46.1 µM), inactives show at the top dose growth rescue, most hits filed as activators; AID 1347071; hit rate 0.063% among 410,000; note: potency is the fitted concentration of half-maximal effect; nearly all actives have a fitted effect of over 55% in size
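Yeast growth medium received pinned compounds, then yeast cells expressing toxic A-beta were added; plates incubated at 30 C for 48 hr. Growth read as absorbance at 600 nm, normalized to DMSO and equimolar FeCl3 plus clioquinol controls.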
EPAC2 antagonist = antagonists of human EPAC2. Q8WZA2. hit rate 0.18% among 360,000. EPAC2 GEF exchange of Rap1B-BODIPY-GDP, fluorescence. Potency, µM (highest dose often 114 µM), inactives show at the top dose activity, negative = inhibition, most hits filed as inhibitors. AID 720708; note: potency is the fitted concentration of half-maximal effect; % is set by controls: 0 for no effect and ±100 for the full control effect; nearly all actives have a fitted effect of over 45% in size; many of its hits are not listed in these tables
Starred values were filed as active, the others as inactive; ? = inconclusive; nt = not tested or not shown; & = joins results of further samples; [ ] = dose if it differs, or a comment. Unless noted, calls come from the whole dose curve; as a rule, active = well fitted curve in the direction sought with a large enough effect; inconclusive = small, poorly fitted or top-dose-only effect, or another doubt; inactive = no such curve, though single readings can be large; an effect the other way counts as inactive or inconclusive. Not all compounds are listed. The share of hits here may be higher or lower than overall.

SMILES	aSyn rescue	EPAC2 agonist	DRD3 antagonist	DRD3 agonist	FUS yeast rescue	TDP-43 yeast inh	Abeta rescue	EPAC2 antagonist
Cc1cc(NC(=O)C(C)N2C(=O)c3ccccc3S2(=O)=O)no1 (stereo not given)	-1%	-3%	14	-6	11%	-21%	-15%	11%
CC(C)(C)c1ccccc1NC(=O)CSc1nc(-c2cccs2)cc(C(F)(F)F)n1	nt	nt	nt	2	-3%	11%	-6%	nt
COc1cccc(CN2CC(C(=O)NCc3ccc(Cl)s3)CCC2=O)c1 (stereo not given)	0%	0%	1	2	3%	7%	13%	-5%
CC(=O)CNc1ccc(S(=O)(=O)N/N=C/c2ccccc2)cc1	0%	9%	-19	6	9%	8%	0%	-1%
Cc1cc(CN2CCCCC2)oc1C(=O)O	1%	-11%	13	10	-19%	-16%	3%	8%
Cc1cccc(-c2n[nH]nc2C2=CC(=O)CC(C)(C)C2)c1	5%	3%	7	3	7%	0%	1%	-5%
COc1ccc(C(=O)/C=C/Nc2ccc([N+](=O)[O-])cc2C)c(OC)c1	-8%	-55%[inhibitor]	16	32*	13%	-16%	1%	33%[activator]
CCO[C@H]1OC(C(=O)NCc2ccccc2)=C[C@@H](C2CCCCC2)[C@@H]1CCCO	10%	6%	16	-2	30%	27%	3%	-24%
COC(=O)[C@]1(CC(C)C)N[C@H](c2ccc(-c3ccc(F)cc3)c(OC)c2)[C@@H]2C(=O)N(C)C(=O)[C@@H]21	-7%	10%	0	-16	28µM*	30%	-7%	-2%
CC(=O)C1=C(C)NC(SCC(N)=O)=C(C#N)C1c1cccs1 (stereo not given)	6%	0%	?	-30	-15%	-14%	11%	-1%
COc1ccc(C(=O)NCCCNC(=O)c2cnccn2)cc1Br	0%	8%	-7	4	3%	5%	-5%	2%
Cc1ccc(-c2nc(CS(=O)CC(=O)NC3CCCC(C)C3C)c(C)o2)cc1 (stereo not given)	17%	6%	-10	-11	29%	-11%	-2%	-4%
Cc1ccc(C(=O)N2CCN(C(=O)C3CCCO3)CC2)cc1 (stereo not given)	4%	9%	16	4	-18%	13%	6%	11%
Cc1onc(-c2ccccc2Cl)c1C(=O)Nc1cccc2nsnc12	2%	7%	2	4	0%	4%	-4%	1%
O=C(CS(=O)(=O)c1ccccc1)Nc1ccc(Cl)cn1	-4%	5%	-4	0	-9%	17%	-8%	0%

In another format: entries from further up.
Molecule,aSyn rescue,EPAC2 agonist,DRD3 antagonist,DRD3 agonist,FUS yeast rescue,TDP-43 yeast inh,Abeta rescue,EPAC2 antagonist
CC(C)(C)c1ccccc1NC(=O)CSc1nc(-c2cccs2)cc(C(F)(F)F)n1,nt,nt,nt,2,-3%,11%,-6%,nt
COc1cccc(CN2CC(C(=O)NCc3ccc(Cl)s3)CCC2=O)c1 (stereo not given),0%,0%,1,2,3%,7%,13%,-5%
CC(=O)CNc1ccc(S(=O)(=O)N/N=C/c2ccccc2)cc1,0%,9%,-19,6,9%,8%,0%,-1%
Cc1cc(CN2CCCCC2)oc1C(=O)O,1%,-11%,13,10,-19%,-16%,3%,8%
Cc1cccc(-c2n[nH]nc2C2=CC(=O)CC(C)(C)C2)c1,5%,3%,7,3,7%,0%,1%,-5%
COc1ccc(C(=O)/C=C/Nc2ccc([N+](=O)[O-])cc2C)c(OC)c1,-8%,-55%[inhibitor],16,32*,13%,-16%,1%,33%[activator]
CCO[C@H]1OC(C(=O)NCc2ccccc2)=C[C@@H](C2CCCCC2)[C@@H]1CCCO,10%,6%,16,-2,30%,27%,3%,-24%
COC(=O)[C@]1(CC(C)C)N[C@H](c2ccc(-c3ccc(F)cc3)c(OC)c2)[C@@H]2C(=O)N(C)C(=O)[C@@H]21,-7%,10%,0,-16,28µM*,30%,-7%,-2%
CC(=O)C1=C(C)NC(SCC(N)=O)=C(C#N)C1c1cccs1 (stereo not given),6%,0%,?,-30,-15%,-14%,11%,-1%
COc1ccc(C(=O)NCCCNC(=O)c2cnccn2)cc1Br,0%,8%,-7,4,3%,5%,-5%,2%
Cc1ccc(-c2nc(CS(=O)CC(=O)NC3CCCC(C)C3C)c(C)o2)cc1 (stereo not given),17%,6%,-10,-11,29%,-11%,-2%,-4%
Cc1ccc(C(=O)N2CCN(C(=O)C3CCCO3)CC2)cc1 (stereo not given),4%,9%,16,4,-18%,13%,6%,11%

Remaining list, next part:
SMILES	aSyn rescue	EPAC2 agonist	DRD3 antagonist	DRD3 agonist	FUS yeast rescue	TDP-43 yeast inh	Abeta rescue	EPAC2 antagonist
COc1cccc(C(=O)N2CCN(Cc3ccccc3C(F)(F)F)CC2)c1	1%	-5%	9	2	4%	-1%	16%	-19%
Cc1ccc(S(=O)(=O)N2CCN(C(C)C(=O)Nc3ccccc3-c3ccccc3)CC2)cc1 (stereo not given)	-2%	17%	-6	5	nt	22%	-11%	0%
O=C(CC1N=C2c3ccccc3N=C(SCc3ccccc3F)N2C1=O)NCCc1ccccc1 (stereo not given)	nt	nt	nt	-16	?	-4%	-16%	nt
CCc1ccc(OCC(=O)N/N=C(\C)c2ccc(O)cc2O)cc1	12%	-5%	12	7	14%	nt	5%	-8%
COc1ccc(C(C)=O)c2c1OCCO2	8%	-14%	-3	0	-23%	2%	5%	-2%
CCOC(=O)c1oc2cccc(O)c2c1CN1CCOCC1	0%	-3%	4	0	10%	13%	-3%	-2%
O=C(Nc1cc2c3c(c1)CC(=O)N3CCC2)c1ccccc1F	11%	1%	0	4	5%	-20%	-8%	22%
O=C1N=C(N2CCOCC2)S/C1=C\c1ccncc1	0%	4%	?	-11	6%	-16%	0%	-2%
COc1ccc(CCNC(=O)c2cc(S(=O)(=O)N3CCc4ccccc43)ccc2F)cc1OC	1%	7%	18	-4	?	0%	1%	-10%
Cc1cc(C(=O)Nc2ccc(S(=O)(=O)N3CCOCC3)cc2)c(C)o1	-2%	11%	?	3	19%	14%	5%	-4%
O=C(CN1C(=O)C2CC=CCC2C1=O)Nc1ccc(S(=O)(=O)Nc2ncccn2)cc1 (stereo not given)	0%	3%	1	3	20%	0%	1%	-1%
Cc1ccccc1Nc1cc(C(=O)NC2CCCCC2)c2ccccc2n1	nt	nt	nt	-14	-14%	19%	-3%	nt
CCCn1c(Nc2cccc(OC)c2)nc2ccccc21	-2%	-3%	-2	-3	2%	15%	-2%	4%
COc1ccccc1CNC(=O)c1cccc(Nc2nc3ccccc3n3nnnc23)c1	nt	nt	nt	6	-3%	9%	1%	nt
CN(C)CCCNc1ncnc2scc(-c3ccccc3)c12	-5%	-8%	?	-10	12%	1%	-12%	0%
COc1ccc(Cc2nc(-c3ccc(NC(=O)c4cccnc4)cc3)no2)cc1	-3%	3%	0	-8	13%	0%	-9%	-7%
O=C(NCC(c1cccs1)S(=O)(=O)c1cccs1)c1cccc(F)c1 (stereo not given)	nt	nt	nt	-9	16%	29%	-3%	nt
COc1ccc(S(=O)(=O)NCc2csc(C)n2)cc1	3%	-5%	2	6	1%	-8%	2%	1%
Oc1[nH]c2ccccc2c1N=Nc1cccc(Cl)c1	-10%	-3%	-4	-3	-22%	?	3%	-9%
CC/C(=C\C1CCCCC1)C(NP(=O)(c1ccccc1)c1ccccc1)c1ccccc1 (stereo not given)	-47%[inhibitor]	-8%	?	-1	?	-13%	2%	-28%
C=CCNC(=S)NNC(=O)C(CC(C)C)CC(C)O (stereo not given)	10%	2%	1	10	-27%	-4%	-14%	-4%
Cc1cccc(NC(=O)C2C3C=CC4(O3)C2C(=O)N(CCCN2CCCC2)C4C(=O)NC2CCCC(C)C2C)c1 (stereo not given)	0%	5%	-5	-1	17%&8%	-7%	-1%	1%
COc1ccc(C(=O)N2CC3(CC(c4cccc([N+](=O)[O-])c4)=NO3)C[C@H]2C(=O)NCC(N)=O)cc1 (stereo not given in full)	1%	2%	4	2	8%	13%	10%	2%
O=C(CCN1C(=O)CSc2ccccc21)Nc1ccc(OC(F)(F)F)cc1	11%	11%	-4	-16	-2%	0%	25%	?
Cn1cccc1/C=C(\C#N)c1ccccc1	2%	7%	-4	-6	-5%	?	-3%	-8%
O=C(CSc1nnc(-c2ccc(NS(=O)(=O)c3ccccc3)cc2)o1)NCC1CCCO1 (stereo not given)	1%	7%	-15	-4	14%	15%	11%	-12%
O=C1O[C@@H](c2ccccc2)C[C@@H](O)[C@H](O)CCc2ccccc21	16%	3%	4	4	7%	11%	-4%	0%
COc1cc(C(=O)Nc2cccc3cccnc23)cc(OC)c1OC	-7%	2%	1	0	-18%	3%	-5%[9.22 µM]	11%
CC(C)C(=O)Nc1ccccc1Cc1ccccc1	-3%	2%	11	-2	-10%	4%	0%	-13%
COc1ccc(NC(C)C(=O)N/N=C/c2c(O)ccc3ccccc23)cc1 (stereo not given)	-8%	8%	2	11	-1%	-27%	-16%	7%
CC(C)(C)OC(=O)N1CCC(c2nnc(SCc3ccccc3F)o2)CC1	12%	nt	nt	-14	25%	?	3%	nt
COc1cccc(C(C)N(C)Cc2nc(COc3ccccc3)no2)c1 (stereo not given)	1%	28%	-10	0	-18%	6%	1%	-12%
CC1CCCN(C(=O)c2ccc(-c3ccccc3Cl)o2)C1 (stereo not given)	0%	-4%	4	-11	18%	?	-16%	?
Cc1nc(/N=C(\N)NC(=O)c2ccccc2)nc2ccccc12	-6%	14%	17	-4	-9%	-16%	2%	8%
CNC(=O)COC(=O)/C=C/c1nc2ccccc2s1	7%	5%	-8	0	-18%	16µM*	2%	3%
Cc1ccc2[nH]c(O)c(N=NC(N)=S)c2c1	-4%	0%	-5	0	9%	-4%	-17%	-10%
CN(C)S(=O)(=O)c1ccc2c(c1)N(CC(=O)NCc1cccc(Br)c1)C(=O)CS2	nt	nt	nt	-12	24%	19%	-16%	nt
